Assay outcomes: PubChem, several laboratories
BoNT A protease: BoNT A light chain protease inhibition; inhibition, % at 10 µM; AID 588499; 360,000 compounds, 0.17% hits; multiplex microsphere protease substrate cleavage, flow cytometry; note: plate controls were buffer without enzyme for full effect and enzyme alone for no effect
Anthrax LF inh2: inhibitors of Bacillus anthracis lethal factor protease; multiplex microsphere protease cleavage assay, LF; P15917; inhibition, % at 10 µM; 360,000 compounds, 0.12% hits; note: plate controls were buffer without enzyme for full effect and enzyme alone for no effect
Target sequence (P15917 whole entry, looked up): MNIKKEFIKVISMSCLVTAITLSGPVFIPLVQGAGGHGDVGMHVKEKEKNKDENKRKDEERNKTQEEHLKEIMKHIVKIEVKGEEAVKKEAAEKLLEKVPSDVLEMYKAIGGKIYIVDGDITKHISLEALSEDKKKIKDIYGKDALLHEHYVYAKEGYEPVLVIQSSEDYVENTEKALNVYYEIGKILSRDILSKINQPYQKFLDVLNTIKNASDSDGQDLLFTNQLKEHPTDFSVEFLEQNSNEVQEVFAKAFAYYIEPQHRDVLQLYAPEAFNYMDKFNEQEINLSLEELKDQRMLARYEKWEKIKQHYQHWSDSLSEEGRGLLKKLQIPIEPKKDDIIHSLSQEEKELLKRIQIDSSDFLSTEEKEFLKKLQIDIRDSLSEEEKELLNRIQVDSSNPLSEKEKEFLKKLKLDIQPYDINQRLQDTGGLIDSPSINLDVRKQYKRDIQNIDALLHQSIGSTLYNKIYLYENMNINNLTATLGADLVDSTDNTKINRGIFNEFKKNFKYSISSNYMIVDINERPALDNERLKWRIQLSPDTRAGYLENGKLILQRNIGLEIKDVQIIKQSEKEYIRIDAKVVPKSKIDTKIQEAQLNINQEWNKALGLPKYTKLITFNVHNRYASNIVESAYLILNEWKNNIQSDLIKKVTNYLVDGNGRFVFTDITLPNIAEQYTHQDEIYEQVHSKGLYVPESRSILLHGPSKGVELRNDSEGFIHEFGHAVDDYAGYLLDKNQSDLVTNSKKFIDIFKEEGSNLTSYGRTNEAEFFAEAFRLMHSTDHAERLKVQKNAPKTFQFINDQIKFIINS
Yp Topo-I inh: inhibitors of Yersinia pestis topoisomerase I | Y. pestis Topo-I cleavage product accumulation, plate reader | activity, % at 10 µM | 360,000 compounds, 0.064% hits; in the data active = activity above about 50%, passing the limit was not always enough; inconclusive = no clear call, values can overlap the other calls; note: inactives centre near 2
TcdB inh: blocks C. difficile toxin B glycohydrolase activity | 350,000 compounds, 0.24% hits | AID 652162 | P18177 | inhibition, % at 9.99 µM | TcdB glycohydrolase enzymatic assay, plate reader; in the data active = inhibition above about 10%
SARS 3CLpro inh: SARS-CoV 3CLpro protease inhibition | recombinant SARS-CoV 3CLpro, quenched FRET peptide cleavage | AID 1706 | 290,000 compounds, 0.14% hits | inhibition, % at 6 µM; in the data active = inhibition above about 12%
PfHsp40 rescue: compounds rescuing yeast from Plasmodium falciparum HSP40 toxicity; AID 504582; S. cerevisiae expressing PfHsp40, growth rescue, ATP luminescence; 340,000 compounds, 0.68% hits; growth rescue, % at 12.5 µM; in the data active = growth rescue above about 28%, passing the limit was not always enough; inconclusive = no clear call, values can overlap the other calls;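 note: yeast W303a lacking pdr1 and pdr3 grown in galactose medium; growth measured after three days at 30 °C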
SSB-PriA inh: inhibitors of Klebsiella pneumoniae PriA binding to SSB C-terminal tail; AlphaScreen SSBct-PriA binding, biotinylated peptide; inhibition, % at 33 µM; 430,000 compounds, 0.6% hits; in the data active = inhibition mostly above about 37%, no sharp cut-off; inactive = mostly below about 20%;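 note: plate controls were negative control peptide for no effect and reference peptide for full effect; strong numbers were not always called active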
VHR inh abs: blocks human VHR1 dual specificity phosphatase; inhibition, % at 13.3 µM; recombinant VHR phosphatase, pNPP absorbance; P51452; 290,000 compounds, 0.52% hits; in the data active = inhibition above about 50%; note: some compounds called inactive have numbers as strong as hits
Target sequence (P51452 whole entry, looked up): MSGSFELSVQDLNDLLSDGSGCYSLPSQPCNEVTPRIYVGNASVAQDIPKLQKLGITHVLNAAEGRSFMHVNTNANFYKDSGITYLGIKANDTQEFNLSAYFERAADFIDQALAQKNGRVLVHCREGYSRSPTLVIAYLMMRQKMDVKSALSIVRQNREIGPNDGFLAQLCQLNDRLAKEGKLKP
CCHF vOTU inh: CCHFV vOTU protease inhibition. Pep-AMC fluorescence. inhibition, % at 11.5 µM. 370,000 compounds, 0.55% hits. AID 651958; in the data active = inhibition above about 30%; note: 0% = vehicle wells with enzyme and 100% = no enzyme wells
Vc quorum ag: quorum light induction in luxS cqsA deficient V. cholerae. 350,000 compounds, 0.16% hits. activation, % at 18.7 µM. V. cholerae BH1578 lux reporter, luminescence, 6 h; in the data active = activation mostly above about 9.7%, no sharp cut-off; inconclusive = no clear call, values can overlap the other calls; inactive = mostly below about 3.7%; note: not every result past the cut was called active; inactives centre near 0; reference of the scale not given here
Numbers without * were called inactive; i = inactive; ? = inconclusive; · = no result given. Cut-off read from the data, not from the text of the source, unless noted: active = inhibition above about 30%; inconclusive = no clear call, values can overlap the other calls; inactive = below that. These rows are one share of the data, so the mix of outcomes need not match the whole.

SMILES	BoNT A protease	Anthrax LF inh2	Yp Topo-I inh	TcdB inh	SARS 3CLpro inh	PfHsp40 rescue	SSB-PriA inh	VHR inh abs	CCHF vOTU inh	Vc quorum ag
CN1CCN(NC(=O)c2cc(-c3ccc(Cl)s3)nc3ccccc23)CC1	0.7	-3	-18	0.0	-2	-0.5	-12	-7	-66	0.1
Cc1ccc(S(=O)(=O)N2CCN(C(=O)CSc3cc(C)ccc3C)CC2)c(C)c1	0.2	-3	2	2.3	0	3.3	-8	10	9	5.0
Cc1sc2ncnc(NCCc3ccc(S(N)(=O)=O)cc3)c2c1C	0.7	-2	1	-0.2	1	0.1	-8	22	-5	·
CSc1c(C#N)c(N)nc2sc(C(=O)c3ccccc3)c(N)c12	7.7	5	0	0.5	-2	-0.7	9	-13	-6	-1.0
N#Cc1c(NC(=O)CSc2ccccn2)oc(-c2ccccc2)c1-c1ccccc1	-1.0	-3	28	·	-3	-0.7	5	23	3	i
COc1cccc(-c2cc3c(=O)n(-c4ccccc4)c(=S)[nH]c3s2)c1	1.5	2	3	·	2	5.2	-10	-6	9	5.6
CCCOc1ccc(N2C(=O)CC(N3CCN(c4ccccc4F)CC3)C2=O)cc1 (stereo unspecified)	-0.3	-4	2	1.3	3	1.0	-10	-10	-5	i
C=CCCO[C@@H]1O[C@@H](C)[C@H](O)C[C@H]1O	0.0	-1	2	2.5	·	-0.3	-12	·	-5	-2.7
Cc1ccc(S(=O)(=O)C2(C(=O)Nc3cccnc3)CC2)cc1	0.2	0	1	-1.3	0	-0.8	-10	15	-2	-0.1
CN(C(=O)/C=C/c1cnc2ccccc2c1)C1CCCCC1	-0.5	1	12	2.1	6	3.0	-13	17	8	0.4
Cc1ccc(S(=O)(=O)NCCC(=O)NNC(=O)c2ccccc2Cl)cc1C	0.4	9	1	2.3	·	-1.3	-7	·	15	i
CC(C)N(C(=O)CSc1nnc(CNc2ccc(F)cc2)o1)C(C)C	0.3	5	-4	·	-1	-1.0	-2	-9	9	i
COc1ccccc1CC(=O)O/N=C(\N)c1ccccn1	-1.1	-11	-7	4.1	-3	-0.9	i	-3	-2	-0.4
Cn1c(=O)c2c(nc(Br)n2CC(=O)C23CC4CC(CC(C4)C2)C3)n(C)c1=O	0.3	-2	24	·	-2	0.3	-6	-4	-2	-12
Cc1ccc2c(C(=O)CN3CCN(C(=O)c4ccco4)CC3)c(C)[nH]c2c1	-0.1	10	13	1.2	6	-1.0	-6	1	-16	i
O=C(Nc1cccc(NC(=O)c2ccco2)c1)c1ccccc1	1.8	2	0	0.4	-3	0.7	-1	58*	-8	-0.2
Brc1cccc(-c2nnc3sc(CNCc4ccco4)cn23)c1	-0.2	-7	6	0.2	1	-0.8	-13	34	-1	-0.1
COc1ccccc1C(NC(=O)C1CCN(CCc2ccc(Br)cc2)CC1)c1ccccn1 (stereo unspecified)	-0.6	-10	16	0.8	·	·	·	·	-8	-0.6
CCOC(=O)Nc1cccc(OCC(=O)Nc2ccccc2OCC)c1	-0.6	-3	25	·	4	0.7	-2	-19	0	i
CCOc1cc(NC2CS(=O)(=O)CC2O)c(OCC)cc1NC(=O)c1ccccc1 (stereo unspecified)	0.8	2	-7	·	6	-0.1	-7	37	8	0.6
COc1cc(C(=O)N/N=C/c2ccc(OC(=O)N3CCOCC3)cc2)cc(OC)c1OC	-0.1	1	-1	0.6	0	-0.4	·	4	6	i
CC(C)(C)C(=O)NNc1nc(-c2ccccc2)c2cc(Br)ccc2n1	0.0	0	23	0.6	5	1.7	19	28	9	-0.4
CC(OC(=O)c1ccco1)C(=O)Nc1ccc(Cl)cn1 (stereo unspecified)	-0.1	4	15	1.3	1	0.4	-8	-10	-7	-0.3
O=C(c1cccnc1)N1CCN(S(=O)(=O)c2cccs2)CC1	-1.2	-6	9	1.7	3	1.0	0	10	-10	i
Cc1nc(CS(=O)c2ccc(Cl)cc2)cc(NCc2ccc(Cl)cc2Cl)n1 (stereo unspecified)	-0.5	-1	20	·	-4	2.0	-17	16	4	-0.9
Next compounds:
SMILES	BoNT A protease	Anthrax LF inh2	Yp Topo-I inh	TcdB inh	SARS 3CLpro inh	PfHsp40 rescue	SSB-PriA inh	VHR inh abs	CCHF vOTU inh	Vc quorum ag
C/C(=N\n1cnnc1)c1ccc(C#N)cc1	-0.2	1	-1	2.5	0	1.5	·	-4	-10	-0.5
CC1(OC(=O)c2ccc(Cl)nc2)C(=O)C=C2C=C3CCCN3C=C2C1=O (stereo unspecified)	-1.8	-9	-6	-1.9	·	-0.9	-16	-31	21	i
Cc1ccc(Cc2cnc(NC(=O)CN3CCOCC3)s2)cc1Cl	-3.2	-6	35	·	-8	1.6	4	-1	-6	11
CCN1/C(=C\C=C(C(C)=O)C(C)=O)Sc2ccccc21	0.1	0	2	2.6	2	0.8	10	23	37*	-0.8
Cc1cc(NC(=O)CSc2nc(C(C)C)nc3sc(C)c(C)c23)no1	0.1	-5	6	-0.7	-1	0.0	-9	-8	-3	-1.8
Cc1cccc(OCCSc2nc3ccccc3n2CC(=O)O)c1	-5.0	-6	-6	-0.6	-5	0.0	-21	-16	9	-0.9
Cc1cc(C)c(O)c(-c2cc(C(=O)Nc3cccnc3)[nH]n2)c1	0.5	-5	-2	-0.5	-3	0.5	7	-4	-10	i
Cc1nc(NCC2CCCO2)c2nnn(Cc3ccccc3Cl)c2n1 (stereo unspecified)	0.1	2	8	0.5	-6	0.6	-7	22	·	-0.6
CCCC[C@@H]1CC2=C(C(=O)OC(C)(C)O2)[C@@H](c2ccc(F)cc2)O1	0.0	0	·	0.4	·	·	·	·	5	·
Cc1ccc(-c2cc(-c3nnc(SCC(=O)NC(C)C(C)C)n3N)c3ccccc3n2)cc1 (stereo unspecified)	-0.3	-4	10	0.4	5	1.5	-10	30	-8	i
O=C(COC(=O)c1ccco1)NCc1ccc(Cl)cc1	0.1	3	9	1.9	-2	-1.9	-2	30	-11	i
C/C(=N\NC(=S)NCCc1ccccc1)c1ccc(C)cc1	-0.9	0	1	·	0	30*	·	0	9	-17
O=C(CC1S/C(=N/N=C2CCCCCC2)NC1=O)Nc1ccccc1F (stereo unspecified)	2.3	-4	11	-1.0	0	0.0	·	17	7	-0.2
COc1ccc2c(c1)CCc1c(C(=O)N3CCCc4ccccc43)noc1-2	0.4	1	19	·	2	0.3	-5	-8	3	1.0
N#CCC(N)=C(C#N)C#N	-1.1	-10	8	0.7	-2	0.8	-3	-7	11	0.2
COc1ccc(OC(=O)c2cc(S(=O)(=O)N3CCCC3)ccc2Cl)cc1	-0.1	3	4	-0.3	4	-1.2	-17	10	-9	i
COc1ccc(CNC(=S)Nc2ccccc2C)cc1	-0.1	-3	0	·	1	0.0	12	-19	14	-0.3
Cn1c(=O)c2c(nc(NCC3CCCO3)n2Cc2cccc(Br)c2)n(C)c1=O (stereo unspecified)	-1.5	?	-11	·	2	1.2	-17	37	1	i
CCOCC(=O)Nc1c(C(=O)Nc2ccc3c(c2)OCO3)oc2ccccc12	0.4	-4	3	-0.2	3	1.0	3	-3	1	i
COc1ccc(N2COC3c4cccc5cccc(c45)C32)cc1 (stereo unspecified)	-1.4	-4	14	·	-2	1.9	3	0	5	i
CCCc1noc2c1C(c1ccoc1)C(C#N)=C(N)N2 (stereo unspecified)	-0.2	-2	1	·	-5	-1.2	-3	4	0	i
O=C(NCC1CCCO1)C(c1ccc(F)cc1)N(Cc1ccc(F)cc1)C(=O)Cn1nnc(-c2cccs2)n1 (stereo unspecified)	0.3	2	1	·	3	-0.4	-19	-4	2	-0.2
CC(=O)Nc1ccc2c(c1)N(C(=O)CN(C)C)c1ccccc1CC2	1.6	-2	4	·	5	2.1	0	-13	8	-0.7
C[C@@H]1COC(=O)[C@@H](CC(=O)OC(C)(C)C)C/C=C\C[C@H](CC(=O)NCCO)C(=O)N1	-0.8	-4	-13	-0.1	·	-0.1	3	·	0	-0.8
CCC(C(=O)NC(C)(C)C)N(Cc1cccs1)C(=O)CNS(=O)(=O)c1ccccc1 (stereo unspecified)	0.4	-3	0	0.8	2	-1.7	-3	28	13	-0.4

10 entries already listed, arranged by molecular weight, low to high:
SMILES	BoNT A protease	Anthrax LF inh2	Yp Topo-I inh	TcdB inh	SARS 3CLpro inh	PfHsp40 rescue	SSB-PriA inh	VHR inh abs	CCHF vOTU inh	Vc quorum ag
COc1ccc(N2COC3c4cccc5cccc(c45)C32)cc1 (stereo unspecified)	-1.4	-4	14	·	-2	1.9	3	0	5	i
Cc1ccc(S(=O)(=O)C2(C(=O)Nc3cccnc3)CC2)cc1	0.2	0	1	-1.3	0	-0.8	-10	15	-2	-0.1
Cc1sc2ncnc(NCCc3ccc(S(N)(=O)=O)cc3)c2c1C	0.7	-2	1	-0.2	1	0.1	-8	22	-5	·
Cc1ccc(Cc2cnc(NC(=O)CN3CCOCC3)s2)cc1Cl	-3.2	-6	35	·	-8	1.6	4	-1	-6	11
CCOCC(=O)Nc1c(C(=O)Nc2ccc3c(c2)OCO3)oc2ccccc12	0.4	-4	3	-0.2	3	1.0	3	-3	1	i
COc1ccc(OC(=O)c2cc(S(=O)(=O)N3CCCC3)ccc2Cl)cc1	-0.1	3	4	-0.3	4	-1.2	-17	10	-9	i
Cn1c(=O)c2c(nc(Br)n2CC(=O)C23CC4CC(CC(C4)C2)C3)n(C)c1=O	0.3	-2	24	·	-2	0.3	-6	-4	-2	-12
Cc1nc(CS(=O)c2ccc(Cl)cc2)cc(NCc2ccc(Cl)cc2Cl)n1 (stereo unspecified)	-0.5	-1	20	·	-4	2.0	-17	16	4	-0.9
Cn1c(=O)c2c(nc(NCC3CCCO3)n2Cc2cccc(Br)c2)n(C)c1=O (stereo unspecified)	-1.5	?	-11	·	2	1.2	-17	37	1	i
O=C(NCC1CCCO1)C(c1ccc(F)cc1)N(Cc1ccc(F)cc1)C(=O)Cn1nnc(-c2cccs2)n1 (stereo unspecified)	0.3	2	1	·	3	-0.4	-19	-4	2	-0.2

(cont.)
SMILES	BoNT A protease	Anthrax LF inh2	Yp Topo-I inh	TcdB inh	SARS 3CLpro inh	PfHsp40 rescue	SSB-PriA inh	VHR inh abs	CCHF vOTU inh	Vc quorum ag
COc1ccc(NC(=O)CCOc2ccccc2F)cc1S(=O)(=O)N1CCCCC1	-0.2	10	22	3.0	·	-0.8	1	·	0	i
CC(=O)c1cccc(S(=O)(=O)N2CCN(c3nc4cc(C)cc(C)c4cc3C#N)CC2)c1	9.3	1	-9	3.9	2	3.2	-21	26	1	i
Nc1nonc1C(=O)N/N=C/c1cc2c(cc1[N+](=O)[O-])OCO2	-2.2	1	-9	-0.4	3	-1.5	·	7	-2	-0.2
Cc1n[nH]c(=O)c2c(NC(=O)CSc3nncs3)oc(C)c12	-0.4	-1	-6	-0.9	·	-0.6	-1	·	18	-0.7
Cc1c(Cl)cccc1NC(=S)NCCc1ccc(F)cc1	5.8	-1	3	1.2	4	2.2	-10	-14	11	0.2
CN(CCC#N)C(=O)CC1(Cc2ccccc2)CCOC(C)(C)C1 (stereo unspecified)	-1.4	-2	6	0.0	2	-0.6	-14	9	4	-0.4
CC1CCN(C(=O)COC(=O)c2ccc(N3CCCC3=O)cc2)CC1	1.7	?	9	1.6	·	-0.4	0	·	5	-1.4
COc1ccc(C(CC(=O)Nc2nccs2)n2cccc2)cc1 (stereo unspecified)	-0.6	-3	-8	·	10	0.2	8	34	18	i
CCC[C@@H]1CCCO[C@@](C(=O)NCc2ccccn2)(C(F)(F)F)C1	-0.2	-2	7	8.5	·	5.6	-21	·	18	0.8
